# Assay outcomes deposited in PubChem BioAssay by University of Kansas High Throughput Screening Laboratory.
# mHTT-CaM PPI inh = mHTT-calmodulin interaction abrogation. AlphaScreen His-mHTT/GST-CaM binding, luminescence. inhibition, % at 15 µM. 190,000 tested, 3.6% active;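 note: 0% = both proteins with DMSO and 100% = one protein alone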
# Target sequence (P42858 whole entry, looked up, stated change not applied): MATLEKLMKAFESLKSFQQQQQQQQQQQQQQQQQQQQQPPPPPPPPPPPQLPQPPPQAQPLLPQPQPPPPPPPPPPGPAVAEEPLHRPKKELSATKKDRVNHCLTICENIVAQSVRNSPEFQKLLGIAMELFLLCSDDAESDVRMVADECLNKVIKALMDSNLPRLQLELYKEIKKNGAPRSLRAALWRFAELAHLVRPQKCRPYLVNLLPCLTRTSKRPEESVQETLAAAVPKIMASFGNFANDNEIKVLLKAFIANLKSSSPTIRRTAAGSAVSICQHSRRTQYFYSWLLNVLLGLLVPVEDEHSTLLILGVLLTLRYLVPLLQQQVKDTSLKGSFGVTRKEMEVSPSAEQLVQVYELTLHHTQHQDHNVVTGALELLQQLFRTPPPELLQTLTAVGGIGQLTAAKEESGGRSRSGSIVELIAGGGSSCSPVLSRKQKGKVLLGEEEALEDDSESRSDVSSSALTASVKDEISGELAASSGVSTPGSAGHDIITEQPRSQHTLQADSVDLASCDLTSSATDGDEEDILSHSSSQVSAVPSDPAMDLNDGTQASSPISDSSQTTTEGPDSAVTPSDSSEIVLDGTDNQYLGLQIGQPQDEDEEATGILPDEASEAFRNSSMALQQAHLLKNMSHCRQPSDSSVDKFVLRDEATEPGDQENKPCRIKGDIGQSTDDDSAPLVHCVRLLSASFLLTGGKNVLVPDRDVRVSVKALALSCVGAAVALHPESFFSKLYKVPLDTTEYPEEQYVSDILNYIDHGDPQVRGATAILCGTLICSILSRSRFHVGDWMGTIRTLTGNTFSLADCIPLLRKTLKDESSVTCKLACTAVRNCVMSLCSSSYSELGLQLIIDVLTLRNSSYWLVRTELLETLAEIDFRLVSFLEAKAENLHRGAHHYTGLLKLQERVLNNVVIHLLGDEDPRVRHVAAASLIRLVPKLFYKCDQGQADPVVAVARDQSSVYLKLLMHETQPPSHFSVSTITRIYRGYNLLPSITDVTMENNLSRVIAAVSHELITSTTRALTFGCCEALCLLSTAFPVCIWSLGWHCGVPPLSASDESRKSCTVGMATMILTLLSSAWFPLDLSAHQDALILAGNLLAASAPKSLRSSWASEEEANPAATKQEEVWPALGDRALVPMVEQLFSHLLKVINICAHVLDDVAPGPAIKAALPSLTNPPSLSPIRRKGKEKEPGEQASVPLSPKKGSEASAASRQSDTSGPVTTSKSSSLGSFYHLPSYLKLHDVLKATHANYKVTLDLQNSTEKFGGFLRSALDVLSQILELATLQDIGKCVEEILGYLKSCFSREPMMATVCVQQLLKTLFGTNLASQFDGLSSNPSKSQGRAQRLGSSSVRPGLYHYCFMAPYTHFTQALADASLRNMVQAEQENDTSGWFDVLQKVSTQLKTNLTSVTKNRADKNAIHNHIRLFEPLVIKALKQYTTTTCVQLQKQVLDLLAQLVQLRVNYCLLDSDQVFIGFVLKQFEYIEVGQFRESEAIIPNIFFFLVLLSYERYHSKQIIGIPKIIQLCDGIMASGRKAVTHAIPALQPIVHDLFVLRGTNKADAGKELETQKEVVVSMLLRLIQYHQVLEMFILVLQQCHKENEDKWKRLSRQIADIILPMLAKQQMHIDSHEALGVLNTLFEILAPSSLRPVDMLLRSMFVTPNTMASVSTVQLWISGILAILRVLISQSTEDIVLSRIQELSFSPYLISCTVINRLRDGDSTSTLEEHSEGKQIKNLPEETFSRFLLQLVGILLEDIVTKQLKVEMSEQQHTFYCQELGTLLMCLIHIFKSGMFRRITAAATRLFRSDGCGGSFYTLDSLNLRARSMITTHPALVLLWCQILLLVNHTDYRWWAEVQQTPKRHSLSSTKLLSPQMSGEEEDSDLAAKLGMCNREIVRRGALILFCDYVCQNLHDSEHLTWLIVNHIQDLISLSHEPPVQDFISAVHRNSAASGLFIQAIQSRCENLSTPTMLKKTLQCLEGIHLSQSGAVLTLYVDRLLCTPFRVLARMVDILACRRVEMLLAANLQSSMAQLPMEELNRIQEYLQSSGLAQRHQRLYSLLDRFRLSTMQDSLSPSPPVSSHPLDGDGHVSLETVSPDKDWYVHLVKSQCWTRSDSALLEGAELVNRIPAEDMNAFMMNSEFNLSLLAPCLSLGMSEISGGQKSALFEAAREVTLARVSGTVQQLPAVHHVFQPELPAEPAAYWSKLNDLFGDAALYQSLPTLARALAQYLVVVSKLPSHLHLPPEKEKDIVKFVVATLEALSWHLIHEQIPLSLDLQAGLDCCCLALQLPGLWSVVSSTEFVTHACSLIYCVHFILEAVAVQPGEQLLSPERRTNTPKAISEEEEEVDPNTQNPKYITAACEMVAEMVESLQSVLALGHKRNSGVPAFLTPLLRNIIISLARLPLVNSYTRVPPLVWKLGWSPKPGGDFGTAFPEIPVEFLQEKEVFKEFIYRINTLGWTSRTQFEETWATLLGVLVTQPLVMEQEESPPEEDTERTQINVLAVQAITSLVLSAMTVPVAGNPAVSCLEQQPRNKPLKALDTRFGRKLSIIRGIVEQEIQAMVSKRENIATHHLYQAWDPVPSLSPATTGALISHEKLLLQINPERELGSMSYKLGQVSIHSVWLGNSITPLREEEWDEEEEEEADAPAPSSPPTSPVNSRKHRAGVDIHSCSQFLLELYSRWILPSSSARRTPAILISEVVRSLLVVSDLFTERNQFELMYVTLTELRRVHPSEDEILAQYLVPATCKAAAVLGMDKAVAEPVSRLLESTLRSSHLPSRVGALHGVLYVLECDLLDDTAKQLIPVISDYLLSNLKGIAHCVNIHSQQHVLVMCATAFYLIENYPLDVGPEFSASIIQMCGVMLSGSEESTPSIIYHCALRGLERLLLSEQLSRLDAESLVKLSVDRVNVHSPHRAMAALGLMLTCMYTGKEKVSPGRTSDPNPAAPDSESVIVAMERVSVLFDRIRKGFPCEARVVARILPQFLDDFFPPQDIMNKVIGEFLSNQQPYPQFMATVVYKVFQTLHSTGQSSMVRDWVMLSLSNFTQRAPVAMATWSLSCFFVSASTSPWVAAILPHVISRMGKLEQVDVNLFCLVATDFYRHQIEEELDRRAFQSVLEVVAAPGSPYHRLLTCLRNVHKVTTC
# Pf apPOL inh = Pf-apPOL DNA polymerase inhibition | Recombinant Pf-apPOL, molecular beacon fluorescence, 1.5 h | inhibition, % at 10 µM | 210,000 tested, 0.25% active
# Active calls of the source: *; i = inactive; / = not tested or not shown; & = joins results of further samples. Cut-off read from the data, not from the text of the source: active = inhibition above about 50%; inactive = the rest.
SMILES,mHTT-CaM PPI inh,Pf apPOL inh
COc1ccc(CCC(=O)NCCc2cccc(Cl)c2)cc1,5,-6
O=C(CSc1nc2ccccc2o1)Nc1nc(-c2ccc(Br)cc2)cs1,-2,-4
CCCCOc1ccc2c(CCC)cc(=O)oc2c1,-37,-4
CC1CCCN(Cc2c(O)ccc3c(=O)c(-c4nc5ccccc5s4)c(N)oc23)C1 (centres undefined),34,-3
COc1cccc(C2=CC(c3ccc(OC(F)F)cc3)n3nnnc3N2)c1 (centres undefined),-5,-1
CC(=O)CSC(=O)c1c(-c2c(Cl)cccc2Cl)noc1C,/,2
O=C(c1ccsc1)N1CCCC(Nc2ncnc3c2CCC3)C1 (centres undefined),2,0
Cc1cc(NC(=O)CSc2nc3ccccc3s2)no1,-24,0
COc1ccc2nc(SCC(=O)Nc3ccc(Oc4ccccc4)cc3)[nH]c2c1,22,-4
Cc1cc(OCC(=O)Nc2cc(F)ccc2C)nc(N2CCCC2)n1,-6,0
CCn1nc(C)c2ccn(CC(=O)NC(C)C)c(=O)c21,-6,-4
CC(=O)NCCc1csc(C2CCCN(C(=O)c3ccc(F)c(F)c3)C2)n1 (centres undefined),10,-1
CCOc1cccc2cc(-c3nnc(Nc4ccccc4F)s3)c(=O)oc12,2,-8
CC1(C(=O)NCc2ccccc2)CCCN(C(=O)c2c(F)cccc2F)C1 (centres undefined),-13,-4
Cc1cccc(NS(=O)(=O)c2c(C)n[nH]c2C)c1C,-2,-2
CC1(C)CC(=O)c2cc(C(=O)Nc3ccccc3Cl)c(=O)n(-c3ccc(Cl)cc3)c2C1,1,-6
COc1ccc(C(=O)Nc2ccc(S(=O)(=O)Nc3cc(OC)ncn3)cc2)cc1,4,-4
CCn1cc(S(=O)(=O)N2CCCn3nc(-c4cccs4)cc3C2)cn1,-1,0
CCC(C(=O)NC1CCCCCCC1)c1ccccc1 (centres undefined),-8,3
CC(=O)N1CCN(c2nc3c(s2)CC(C(=O)Nc2ccc(C)c(Cl)c2)CC3)CC1 (centres undefined),21,-9
Cn1nccc1C(=O)N1CCC(CCOc2cccc(F)c2)CC1,6,-4
COc1ccc(Br)c(C(=O)N2CC(c3nc(-c4cccs4)no3)C2)c1,-10,-15
CC1CCc2nn(CC(=O)Nc3ccc(Br)cc3)c(=O)cc2C1 (centres undefined),7,-2
COc1cccc(Cn2c(C(=O)N3CCN(C)CC3)cc3sc(C)cc32)c1,27,-4
Fc1ccccc1Cn1nnc(-c2ccccc2Cl)n1,-74,-11
Cn1ccnc1Sc1cc(N2CCCCC2)ccc1[N+](=O)[O-],15,-7
Cc1cc(C)n(-c2cc(N3CCN(C(=O)c4cccc(F)c4)CC3)ccc2[N+](=O)[O-])n1,27,-13
CN1C(=O)C(=O)C(=C(O)c2ccc(Cl)cc2)C1c1cccc([N+](=O)[O-])c1 (centres undefined),-5,0
O=C(Nc1nnc(-c2cccc([N+](=O)[O-])c2)s1)Nc1ccccc1F,-2,0
CCNC(=O)c1ccc2c(c1)nnn2C,-6,-1
COc1ccc(C(=O)CSc2nc3ccc(Cl)cc3[nH]2)cc1OC,19,-2
COc1ccc(C(C(=O)Nc2ccc(C(C)C)cc2)N(C)C(=O)c2cnccn2)cc1 (centres undefined),23,-6
CCOc1ccc(C(=O)N2CCC3(CC2)NC(=O)c2cc(C)ccc2N3C)cc1,2,-5
Cc1ccc(-c2cc(C(=O)Nc3nnc(C)s3)c3ccccc3n2)s1,-5,2
O=C(NCCc1cccs1)C1CCN(c2nc3cccnc3s2)CC1,5,-7
Cc1ccc2c(c1)c1c(n2C)C(O)CCC1 (centres undefined),13,-1
C=CCNC(=O)CN(c1ccccc1CC)S(C)(=O)=O,-5,-4
CCOC(=O)N1CCc2nn(CC(=O)Nc3ccc(C)cc3C)c(=O)cc2C1,18,-6
O=C1OC(c2cccc([N+](=O)[O-])c2)=N/C1=C\c1cccc(I)c1,5,-3
O=C(O)CCC(NC(=O)c1cncc(Br)c1)C(=O)O (centres undefined),0,-1

# 3 compounds picked at random from the list so far:
SMILES,mHTT-CaM PPI inh,Pf apPOL inh
C=CCNC(=O)CN(c1ccccc1CC)S(C)(=O)=O,-5,-4
COc1ccc(C(C(=O)Nc2ccc(C(C)C)cc2)N(C)C(=O)c2cnccn2)cc1 (centres undefined),23,-6
CCOC(=O)N1CCc2nn(CC(=O)Nc3ccc(C)cc3C)c(=O)cc2C1,18,-6

# (cont.)
SMILES,mHTT-CaM PPI inh,Pf apPOL inh
O=C1C(c2ccc(F)cc2)N(Cc2ccc(F)cc2)C(=O)CN1C1CCCCC1 (centres undefined),35,-11
Cc1ccc(S(=O)(=O)N2CC3CN(C(=O)C4COc5ccccc5O4)CC(C2)O3)cc1 (centres undefined),22,-6
CC1=C(C(=O)NCCN2CCN(C)CC2)C2(CCCCC2)OC1=O,-4,-4
Cc1ccc(NC(=O)C2=C(O)CCn3c2nc2ccccc23)cc1,29,-3
CSc1cccc(N2CC(c3nc4ccccc4[nH]3)CC2=O)c1 (centres undefined),-7,-8
CC(=O)N1CCc2cc(NC(=O)c3sc4ccccc4c3Cl)ccc21,/,2
O=C(NC1CC(=O)N(Cc2ccccc2)C1)c1cnccn1 (centres undefined),-6,-1
O/N=C/Cc1[nH]c2ccccc2c1-c1ccccc1,i,8
CC(C)CCSc1nnc(N)s1,/,-12
CC(=O)c1ccc2c(c1)C1C=CCC1C(c1cc3c(cc1Br)OCO3)N2 (centres undefined),28,-3
COc1cccc(CNC(=O)N2CCC3(CC2)Nc2cc(F)ccc2-n2cccc23)c1,44,3
O=C(Cn1ccc2ccc(N3CCOCC3)nc21)NC1CCCCC1,-3,5
Cc1ccccc1C(=O)NCCCn1cccc1,2,-9
O=C(Cc1nnc(-c2cccc(Br)c2)o1)NCc1ccc(F)cc1Cl,-8,-1
CCOC(=O)CN1CC23C=CC(O2)C(C(=O)Nc2ccc(C)cc2)C3C1=O (centres undefined),-3,-3
C[C@H]1[C@H](NC(=O)c2ccc(Cl)cc2)CC[C@@]23CCCN2C(=O)CCC[C@@H]13,-8,-11
CCN(CC)CCCNc1c(CCC#N)c(C)c(C#N)c2nc3ccccc3n12,4,2
Cn1cc(Cn2cc(Cl)c([N+](=O)[O-])n2)cn1,0,/
CC(=O)NCc1csc(C2CCN(C(=O)c3ccc(F)c(Cl)c3)CC2)n1,14,2
CC(=O)c1c(-c2ccccc2)c2cc([N+](=O)[O-])ccc2n1C,5,-1
COc1ccc(S(=O)(=O)N2CCC(CN3CCCCC3)CC2)cc1Cl,0,-1
CCC(=O)N1CCc2cn(CC)c3cccc(c23)C1,28,-3
CCN1c2ccc(F)cc2C(=O)NC12CCN(C(=O)c1ccc(OC)cc1)CC2,11,-1
CC(C)(C)NC(=O)CN(c1ccccc1F)S(=O)(=O)c1ccccc1,-3,-8
Cc1csc(NC(=O)Cn2nc(-c3ccccc3)ccc2=O)n1,-10,-8
CCN(CC)c1cc(CNC(=O)Nc2ccc(Br)cc2)ccn1,-4,1
O=C(Nc1c2c(nn1-c1ccc(F)cc1)CS(=O)C2)c1ccc2c(c1)OCO2 (centres undefined),2,-5
O=S(=O)(c1ccc2[nH]c3c(c2c1)CCCCC3)N1CCC2(CC1)OCCO2,58*,-1
O=C(NCc1ccco1)c1c(O)c2sccc2[nH]c1=O,5,-3
Cc1ccc(CNC(=O)c2cn(-c3ccc(F)cc3)nn2)cc1,0,-2

# Four entries from above, with each value named:
COc1ccc(S(=O)(=O)N2CCC(CN3CCCCC3)CC2)cc1Cl
- mHTT-CaM PPI inh: 0
- Pf apPOL inh: -1

CCC(=O)N1CCc2cn(CC)c3cccc(c23)C1
- mHTT-CaM PPI inh: 28
- Pf apPOL inh: -3

CCN1c2ccc(F)cc2C(=O)NC12CCN(C(=O)c1ccc(OC)cc1)CC2
- mHTT-CaM PPI inh: 11
- Pf apPOL inh: -1

CC(C)(C)NC(=O)CN(c1ccccc1F)S(=O)(=O)c1ccccc1
- mHTT-CaM PPI inh: -3
- Pf apPOL inh: -8

# Continuation.
SMILES,mHTT-CaM PPI inh,Pf apPOL inh
CC(C)Cn1c(=O)c(N2CCN(C(=O)c3ccsc3)CC2)nc2ccncc21,12,8
O=C(Nc1ccc(Cl)cc1Cl)c1cccc(NC(=O)c2cccs2)c1,-8,-2
C=CCn1cnnc1C(CCC(C)C)CC(C)(C)O (centres undefined),-4&4,-1&-4
COc1ccccc1NC(=O)NCCC1CCN(C(=O)NC2CCCCC2)CC1,2,6
O=C(c1ccc2c(c1)OCO2)N1CCOCC1,1,-5
CNC(=O)c1ccccc1S(=O)c1ccc(Cl)cc1C(=O)O (centres undefined),/,1
CN(Cc1cnn(C)c1)C(=O)c1cc2ccccc2oc1=O,-3,0
Cc1ccc(S(=O)(=O)N(CC(N)=O)Cc2c(F)cccc2Cl)cc1,0,-9
COc1cccc(NC(=O)N2CCC(c3nc(C(=O)N(C)C)c(C)o3)CC2)c1,2,0
O=C(Nc1cc(Cl)cc(Cl)c1)c1ccno1,/,-11&0
O=C(CSc1nccnc1N1CCN(c2ccccc2)CC1)Nc1ccc(F)cc1F,-12,-11
O=C(NCCc1c[nH]c2ccccc12)Nc1ccc(Cl)cc1,/,-3
CN(CCc1ccccn1)Cc1ccccc1,-3,1
NC1=NC2(CCCCC2)N(c2ccc(F)cc2)C(N)=N1,-1,/
CCc1ccc(N2CC(C(=O)N3CCCN(C)CC3)CC2=O)cc1 (centres undefined),7,-3
Cc1cc(F)c(F)c(C(=O)N2CCN(C)CC2)c1Cl,-6,-9
COc1cccc(NC(=O)c2ccc(-c3cccc(C)c3)nc2)c1,-11,1
O=C(NC(=O)c1ccc(Oc2ccc(Cl)cc2)nc1)Nc1ccc(Cl)cc1,/,-8
COc1ccc(Cl)cc1NC(=O)c1c(-c2c(F)cccc2Cl)noc1C,-2,-3
CCOC(=O)c1ccc(NC(=O)C(NC(=O)C23CC4CC(CC(C4)C2)C3)C(C)C)cc1 (centres undefined),-4,0
COCCCn1c(=N)c(S(=O)(=O)c2ccc(C)cc2)cc2c(=O)n3ccccc3nc21,2,-13
COc1ccc(-c2cc3ccc(O)c(CN4CCCC(C)C4)c3oc2=O)cc1 (centres undefined),-24,-57
Cc1nn(CCCC(=O)Nc2sc3c(c2C(N)=O)CCC(C)C3)c(C)c1[N+](=O)[O-] (centres undefined),-2,-6
CCCc1cc(=O)[nH]c(SCc2nc3ccc([N+](=O)[O-])cc3[nH]2)n1,14&12,-7&-2
O=Cc1ccc(-c2ccc(Cl)c(C(=O)O)c2)o1,4,-2
Cc1ccc(C(C(=O)Nc2ccc3c(c2)OCO3)N(C)C(=O)Cc2c[nH]c3ccccc23)cc1 (centres undefined),93*,-4
COc1ccc(CNC(=O)CCCn2nc(C)c([N+](=O)[O-])c2C)cc1,3,4
O=C1[C@H](Cc2ccccc2)NCCCC[C@H](c2ccc(Cl)cc2)N1Cc1ccccc1,37,-6
CN(C)c1ccc(CCNS(=O)(=O)c2ccc(Br)cc2)cc1,23,-5
CCOC(=O)c1cnc(COc2ccc(OC)cc2)[nH]c1=O,/,-2
N#CCCN(Cc1ccccc1)C(=S)Nc1cccc(C(F)(F)F)c1,/,-7
CNC(=O)N1CCC(n2c(C)nc(C(=O)Nc3ccccc3)c2C)CC1,9,-3
Nc1nc(-c2cc3cc(Br)ccc3oc2=O)cs1,-9,-6
CCOc1ccccc1N1CCN(S(=O)(=O)c2ccc(OC)cc2)CC1,0,-18
CCN1CCN(CC2CCN(S(=O)(=O)c3cn(C)c(C)n3)CC2)CC1,3,-4
CCC1CCCCN1C(=O)c1cnc2nc(C)ccc2c1Nc1ccccc1 (centres undefined),4,2
O=C(Nc1c(F)cc(F)cc1Br)c1noc2c1CCCC2,-2,-1
CC(O)(CCc1ccccc1)CNC(=O)Nc1ccc2c(c1)OCO2 (centres undefined),-12,-6
Cc1ccc(S(=O)(=O)Nc2cc(Br)c3oc4c(c3c2)C(=O)CCC4)cc1,6,-1
Cc1ccc2nsnc2c1S(=O)(=O)NCc1cccnc1,-2&2,1&-2
COc1ccc(CCNc2oc(COc3ccccc3F)nc2C#N)cc1OC,23,3
CCCC(=O)NCCCc1nc2ccccc2n1Cc1ccccc1F,3,4
O=C(NCc1cccc(CNC(=O)c2cccc(F)c2)c1)c1cccc(F)c1,0,-5
CC(C)(C)c1ccc(-c2nc3s/c(=C\c4cccs4)c(=O)n3n2)cc1,6,2
O=C1OC(c2ccc(F)cc2)=C/C1=C\c1ccc(Br)cc1,5,4
CC1CN(CC(O)COC2CCCCC2)CC(C)O1 (centres undefined),-6,-4
Cc1cccc(-n2c(CN3CCN(C(=O)NCC4CCCO4)CC3)nc3cccnc32)c1 (centres undefined),4,4
O=C(Cc1cccnc1)N1CCCC(OCc2nc(C3CC3)no2)C1 (centres undefined),-7,-4
Cc1ccc2nc(-c3ccc(NC(=O)c4ccccc4)cc3)sc2c1,/,-3
COc1ccccc1CN(CN1C(=O)c2ccccc2C1=O)CN1C(=O)c2ccccc2C1=O,-3,-4

# Part of the list above in a different format:
COc1cccc(CNC(=O)N2CCC3(CC2)Nc2cc(F)ccc2-n2cccc23)c1
  mHTT-CaM PPI inh = 44 | Pf apPOL inh = 3
O=C(Cn1ccc2ccc(N3CCOCC3)nc21)NC1CCCCC1
  mHTT-CaM PPI inh = -3 | Pf apPOL inh = 5
Cc1ccccc1C(=O)NCCCn1cccc1
  mHTT-CaM PPI inh = 2 | Pf apPOL inh = -9
O=C(Cc1nnc(-c2cccc(Br)c2)o1)NCc1ccc(F)cc1Cl
  mHTT-CaM PPI inh = -8 | Pf apPOL inh = -1

# Following part:
SMILES,mHTT-CaM PPI inh,Pf apPOL inh
COc1ccccc1N1CCN(C2CCN(Cc3cccc(Cl)c3)CC2)CC1,8,4
O=C(Cn1cc(C=C2C(=O)c3ccccc3C2=O)c2ccccc21)Nc1ccccc1,9,-4
CCCc1[nH]nc(-c2cccc(F)c2)c1NC(=O)CC,0,0
CCn1cc2c3c(cccc31)CN(C(C)=O)CC2,5,-3
OCCN1CCN(Cc2cc(Br)cs2)CC1,-2,-7
O=C(O)c1ccc(-c2n[nH]c(=O)c3ccccc23)cc1,3,6
Cc1ccc(CN2C(=O)NC3(CCN(C(=O)c4cccs4)CC3)C2=O)cc1,0,-2
